From PubChem
LDHA inh: LDHA (human) enzyme inhibition. purified LDHA, NADH/diaphorase-resazurin fluorescence; stronger effect = lower value. activity change, % (values are at about 110 or 230 µM). actives 0.15% (n = 480,000). P00338. AID 1347041; in the data active = activity change below about -30%; inconclusive = mostly about -25% to -30%;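 also: plate controls were DMSO wells for no effect and wells without enzyme for full effect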
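Remaining NADH was detected by diaphorase (0.133 mg/mL) converting 37 µM resazurin to fluorescent resorufin, read at 0 and 20 minutes. The preceding 5-minute room-temperature reaction used 2 nM LDHA, 0.2 mM sodium pyruvate and 0.06 mM NADH at pH 7.4.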
D2 antagonist: antagonists of human D2 dopamine receptor | P14416 | HEK293 TREx D2 cells, calcium flux, dopamine EC80 | inhibition, % at 10 µM | actives 2% (n = 340,000); in the data active = inhibition above about 30%; also: 0% is about no effect
Target sequence (P14416 whole entry, looked up): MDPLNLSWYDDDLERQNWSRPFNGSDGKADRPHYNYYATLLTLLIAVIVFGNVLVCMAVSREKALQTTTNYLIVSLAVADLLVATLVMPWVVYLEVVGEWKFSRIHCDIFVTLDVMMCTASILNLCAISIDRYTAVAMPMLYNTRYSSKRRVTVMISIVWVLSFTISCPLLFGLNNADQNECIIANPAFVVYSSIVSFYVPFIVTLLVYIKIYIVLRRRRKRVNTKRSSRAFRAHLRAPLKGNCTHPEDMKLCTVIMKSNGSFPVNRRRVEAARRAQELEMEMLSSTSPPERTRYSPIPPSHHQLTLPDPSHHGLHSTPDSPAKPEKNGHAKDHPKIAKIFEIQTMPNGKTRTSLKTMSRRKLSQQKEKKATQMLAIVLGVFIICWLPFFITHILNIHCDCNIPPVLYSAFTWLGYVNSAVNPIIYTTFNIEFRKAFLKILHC
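Measurement of antagonist activity uses fluorescent calcium dye in inducible HEK293 T-REx D2 cells: 10 s baseline, compound addition with 180 s read, EC80 dopamine addition with a further 180 s read.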
ALOX12 inh: blocks human arachidonate 12S-lipoxygenase; P18054; purified 12hLO, xylenol orange hydroperoxide absorbance; Potency, µM (series often up to 108 µM), for the others: top-dose activity change, negative = inhibition, actives largely listed as inhibitors; actives 1.1% (n = 580,000); AID 1671190; also: potency is read from the fitted curve at half-maximal effect; % is scaled to controls: 0 for no effect and ±100 for the full control effect
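Hydroperoxide product was detected by ferrous iron/xylenol orange as the 573 to 405 nm absorbance ratio. Arachidonic acid at 40 uM (final) was turned over for 30 min at room temperature by 150 nM human 12hLO, pH 7.0 Hepes buffer, after 15 min compound preincubation.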
Glioma ERSR ind: ER stress response induction in glioma; U87-MG GRP78 promoter luciferase reporter, 16 h; Potency, µM, inactives show top-dose activation, hits mostly activators; actives 0.02% (n = 420,000); also: potency is read from the fitted curve at half-maximal effect; series mostly up to about 76 µM; % of control where 0% means no effect; nearly all actives have a fitted effect of over 35% in size
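ERSR induction read as luciferase luminescence (Bright-Glo, 10 min at room temperature) in stably transfected human U87-MG glioma cells exposed to compounds for 16 h, using GRP78 as sensor.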
RGS4 inh: blocks human RGS4-accelerated GTP hydrolysis; Potency, µM (series often up to 114 µM), for the others: at the top dose activity change, negative = inhibition, hits mostly inhibitors; Transcreener GDP fluorescence polarization, RGS4-accelerated GTP hydrolysis; AID 504845; actives 0.039% (n = 390,000); P49798; also: potency is read from the fitted curve at half-maximal effect; % is scaled to controls: 0 for no effect and ±100 for the full control effect; nearly all actives have a fitted effect of over 75% in size; some results filed as inactive show a strong effect at the top dose
Target sequence (P49798 whole entry, looked up): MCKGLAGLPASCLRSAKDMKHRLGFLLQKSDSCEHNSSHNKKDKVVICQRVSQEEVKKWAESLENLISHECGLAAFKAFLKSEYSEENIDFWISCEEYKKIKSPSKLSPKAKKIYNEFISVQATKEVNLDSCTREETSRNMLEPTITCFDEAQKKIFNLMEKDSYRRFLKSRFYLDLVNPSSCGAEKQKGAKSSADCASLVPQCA
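MLSMR compounds (23 nl, pin-transferred) preincubated 10 min at room temperature with a 500nM (2x) first reagent, then RGS4 at 900nM (2x) plus Transcreener GDP mix added; fluorescence polarization (620/688 nm) read before and after 90 min at 30 °C.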
Vif-APOBEC3F blk: Vif-A3F binding inhibition; AID 602313; HeLa A3F-eYFP + Vif (tagged APOBEC3F with the HIV-1 protein that degrades it), YFP fluorescence increase; Potency, µM (highest dose often 46.1 µM), without a hit: top-dose activity, negative = active; actives 0.2% (n = 390,000); also: potency is read from the fitted curve at half-maximal effect; % of control where 0% means no effect; nearly all actives have a fitted effect of over 65% in size
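HeLa cells stably expressing A3F-eYFP plus Vif, plated and incubated overnight at 37 deg C, then exposed to compounds overnight at 37 deg C. Blocked degradation read as raised yellow fluorescence (Ex 488/Em 500-530).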
ERG Ets-DNA blk: inhibitors of human ERG Ets domain-DNA interaction; fluorescence polarization, His-ERG Ets domain / labelled DNA; Potency, µM (top dose mostly 76.9 µM), for the others: at the top dose FP activity, negative = inhibition, usual class: inhibitors; actives 0.028% (n = 370,000); active = well fitted inhibition curve with a large enough effect in the polarisation, with a control signal flat; inconclusive = small, poorly fitted or top-dose-only effect, or effect the other way, or a change in a side signal; inactive = no such curve, though single readings can be large or run the other way; the % refers to the polarisation;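 also: polarization taken with two DNA probes labelled with fluorescein and Texas red; potency is read from the fitted curve at half-maximal effect; % of control where 0% means no effect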
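His-tagged ERG Ets domain (1 uM in the protein solution; 300mM KCl, 50mM Tris-HCl, 1mM EDTA, 1mM DTT, pH 7.5) received compound, then a probe mix of 5 nM fluorescein-DNA and 100nM Texas-615-DNA. Fluorescence polarization was read for both dyes.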
Vif-APOBEC3G blk: inhibitors of Vif-APOBEC3G interaction | Q9HC16 | HeLa A3G-eYFP + Vif (tagged APOBEC3G with the HIV-1 protein that degrades it), YFP fluorescence, overnight | Potency, µM (series often up to 46.1 µM), for inactives: top-dose activity, negative = active, most hits filed as inhibitors | actives 0.076% (n = 410,000) | AID 602310;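 also: potency is read from the fitted curve at half-maximal effect; % is scaled to controls: 0 for no effect and ±100 for the full control effect; nearly all actives have a fitted effect of over 60% in size; hits raise eYFP signal because A3G escapes Vif-driven loss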
Target sequence (Q9HC16 whole entry, looked up): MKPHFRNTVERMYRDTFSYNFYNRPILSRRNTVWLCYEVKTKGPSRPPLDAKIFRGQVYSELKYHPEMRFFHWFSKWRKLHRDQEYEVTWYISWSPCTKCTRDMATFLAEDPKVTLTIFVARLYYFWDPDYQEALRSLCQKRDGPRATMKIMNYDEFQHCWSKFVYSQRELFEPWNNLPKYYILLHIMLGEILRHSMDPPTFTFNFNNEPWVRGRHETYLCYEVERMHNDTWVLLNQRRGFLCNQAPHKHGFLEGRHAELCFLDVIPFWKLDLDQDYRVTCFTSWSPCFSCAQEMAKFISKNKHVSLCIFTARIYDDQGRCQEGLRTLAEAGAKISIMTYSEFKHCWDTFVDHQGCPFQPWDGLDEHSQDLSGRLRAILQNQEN
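Read-out is eYFP fluorescence (Ex 488/Em 500-530) from Vif-expressing HeLa A3G-eYFP cells; more signal means A3G escaped Vif-mediated degradation. Cells plated overnight, compound pinned in, incubated overnight at 37 deg C.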
D2 ag: agonists of human D2 dopamine receptor; HEK293 T-REx D2 cells, calcium flux agonist mode; activation, % at 2 µM; actives 0.53% (n = 340,000); AID 485358;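 active = activation over 3 SD above normal in the single-dose calcium agonist read, cut at about 30% in these data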; also: 0% is about no effect
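Calcium-flux readout, 1 cycle/sec over 180 s following compound pin transfer, in inducible HEK293 Trex D2 cells (force-coupled); dopamine controls included. Positive calcium responses during this window marked compounds as potential agonists.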
* hit, by the source's call; u = inconclusive; x = no result given; & = joins results of further samples; [ ] = remark or other dose. Unless noted, calls follow the shape of the dose curve; as a rule, active = well fitted curve in the direction sought with a large enough effect; inconclusive = small, poorly fitted or top-dose-only effect, or another doubt; inactive = no such curve, though single readings can be large; an effect the other way counts as inactive or inconclusive.

Value order: LDHA inh, D2 antagonist, ALOX12 inh, Glioma ERSR ind, RGS4 inh, Vif-APOBEC3F blk, ERG Ets-DNA blk, Vif-APOBEC3G blk, D2 ag
CCOc1cc(C)c(C(C)C)cc1S(=O)(=O)n1ccc(C)n1
  2, -12, 0%, -2%, -20%, -3%, 1%, -8%, -0.2
CCOC(=O)c1nnn(-c2nonc2N)c1CN(CC)CC
  1, -7, -1%, -4%, 31%, x, -2%, 0%, 4.7
CCOC(=O)c1cc2cc(C)ccc2[nH]1
  -5, 16, -29%, 4%, -24%, 5%, -4%, 3%, 0.2
O=C(CSCC(=O)N1CCCc2ccccc21)Nc1nc(-c2ccccc2)cs1
  -7, 6, 25%, 2%, -18%, -2%, -12%, 1%, -0.1
Cc1ccc2c(CC(=O)NC3CCS(=O)(=O)C3)coc2c1C (stereo not drawn)
  0, 0, -4%, -3%, 3%, 1%, -6%, -2%, -0.2
Cc1cccc(-n2nc3c(c2NC(=O)C(C)C)CS(=O)(=O)C3)c1C
  -1, 0, 1%, -1%, 21%, 3%, 2%, 4%, -1.0
O=C1Nc2ccc(Cl)cc2C(C#CC2CC2)(C(F)(F)F)O1 (stereo not drawn)
  -1, x, u, -7%&-7%, -8%, -3%, -7%, -6%, x
NC(=O)c1ccccc1NC(=O)/C=C/c1c(Cl)cccc1Cl
  -3, -14, 0%, 9%, 18%, -1%, -13%, -9%, 0.5
COc1ccc(/C(C)=N/N=C2/NC(=O)CC(C(=O)O)S2)cc1F (stereo not drawn)
  -2, -4, 2%, 3%, -11%, 1%, 5%, 5%, -0.6
CCOC(=O)C1(CCOc2ccccc2)CCN(Cc2ccc(COC)o2)CC1
  -3, -3, -11%, -5%, -14%, 11%, 2%, 1%, -0.9
Cc1cccc(-c2noc(CCc3ccccc3)n2)c1
  3, -6, 0%, 5%, 2%, 5%, 0%, -5%, 0.3
CCOc1ccc(C(=O)NC(C)C2COc3ccccc3O2)cc1 (stereo not drawn)
  -5, -12, -8%, -1%, 1%, 0%, -9%, -6%, -0.7
Cc1c(CC(=O)NCC(C)C)c(=O)oc2cc3c(cc12)CCC(C)(C)O3
  -8, 10, 0%, 3%, -7%, -5%, 9%, 1%, -0.4
CC1=C(C(=O)Nc2cc(C(=O)N3CCC(C)CC3)ccc2C)SCCO1
  -7, -4, 1%, -3%, 0%[56.9 µM], 5%, 1%, 4%, -0.2
Cc1nc2oc(C(=O)c3ccc(Br)cc3)c(N)c2c2c1COC(C)(C)C2
  -3, x, 4%, 6%, -16%, 7%, -2%, 1%, x
Cc1ccc(-c2nc3ncccc3o2)cc1NC(=O)c1cccnc1
  -6, -8, 1%, 2%, 9%, -3%, 6%, -1%, 0.3
CCOc1cc(CNC(=O)C(NS(=O)(=O)c2cccs2)C(C)C)cc(OCC)c1OCC (stereo not drawn)
  -5, x, -27%, 1%, 28%, -5%, 1%, 3%, 1.0
COc1ccccc1CNC(=O)CCNS(=O)(=O)c1cc(Br)cnc1N
  -3, 3, -11%, -5%, -53%[56.9 µM], -4%, -5%, 0%, 0.0
C=CCc1ccc(OCCn2cccc2C=O)c(OC)c1
  -2, 2, 3%, 6%, -1%, 0%, -9%, 0%, 1.0
COc1ccc(-c2cc3c(=O)n(CC(=O)Nc4ccc(C(C)=O)cc4)ncn3n2)cc1
  2, -5, 13%, 0%, -4%, -4%, 17%, 2%, -2.0
Cc1nc([N+](=O)[O-])c(NCCCO)n1Cc1ccccc1
  -8, -2, -15%, -4%, 0%, 6%, 0%, -1%, 2.1
CCOc1ccccc1N(C)S(=O)(=O)c1ccc2[nH]cc(C(=O)N(CCOC)CCOC)c(=O)c2c1
  -7, 0, 16%, -5%, -33%[56.9 µM], 1%, u, -1%, -1.3
O=C(COc1ccccc1F)NCc1ccc(-n2cccc2)cc1
  -4, 25, -5%, -4%, -11%, -1%, 4%, -10%, 5.3
CN1CCN(CCC(=O)N/N=C/c2cc([N+](=O)[O-])ccc2O)CC1
  -9, 0, 5%, -5%, -9%, 2%, -5%, 0%, 0.1
COc1ccc(C(=O)NC(=O)CSc2n[nH]c(N)n2)cc1
  -7, x, -4%, 0%, -16%, 1%, -7%, 2%, x
CCOC(=O)c1cn(-c2c(C)n(C)n(-c3ccccc3)c2=O)c2c(F)c(F)c(F)cc2c1=O
  -4, -9, 85%, -3%, 5%, -10%, -4%, -2%, 0.0
CCOC(=O)N1CCC(NC(=O)c2ccc(OC)c(CN3CC(=O)N4CCCC4C3=O)c2)CC1 (stereo not drawn)
  6, -7, -11%, -2%, 19%, x, -1%, -5%, 0.0
C/C(=N\NS(=O)(=O)c1ccccc1)c1ccc2c(c1)OCCO2
  -3, 1, u, -1%, 14%, -15%, -7%, -4%, -0.5
O=C(CC1C(=O)NCCN1C(=O)Nc1ccc(F)cc1F)Nc1ccc(F)cc1 (stereo not drawn)
  -1, -20, -16%, 0%, -23%, -5%, -12%, -7%, -0.3
CCSc1ncc(Cl)c(C(=O)Nc2ccccc2F)n1
  -5, 1, 0%, -4%, 2%, 0%, -7%, 0%, -0.6
COc1cc(C(=O)Nc2ccc(NC(=O)C(C)C)nc2)cc(OC)c1OC
  -5, -6, u, -4%, -20%, -9%, -1%, 1%, 0.9
COC(=O)c1cc(Br)c(=O)n(-c2ccccn2)c1
  0, 2, 139%[activator], 0%, -14%, 8%, -1%, 2%, 0.3
Cc1cccc(Nc2ccc(C(=O)O)cc2[N+](=O)[O-])c1C
  -7, 17, -1%, -2%, 6%, -19%, -2%, 2%, 0.4
O=C1CCNc2c(Cl)cc(Cl)cc21
  -3, -6, 0%, -7%, -21%, -6%, 32%[activator], -8%, 1.3
Cc1ccc(NC(=O)CN(C)CC(=O)Nc2ccc(F)c(F)c2F)c(Cl)c1
  -3, x, 0%, 1%, 7%, -13%, -2%, 0%, x
COc1ccc(S(=O)(=O)NC(CC(=O)NC2CCCC2)c2ccco2)cc1 (stereo not drawn)
  -9, 0, 101%[activator], -3%, -12%, -3%, 1%, -1%, -1.4
Cc1cccc(Cn2cc(SCC(=O)Nc3nccs3)c3ccccc32)c1
  -3, -29, 13%, 2%, -25%, 2%, 4%, 4%, 0.8
O=C(Cn1nc(Cc2cccnc2)c2ccccc2c1=O)NCC1CCCO1 (stereo not drawn)
  -5, -8, 23%, 0%, 16%, -8%, -1%, 0%, 0.2
O=C(c1cnn2c(C(F)(F)F)cc(-c3ccc4c(c3)OCO4)nc12)N1CCCCC1
  -7, x, 3%, -4%, 3%, 3%, 3%, -4%, x
Nc1ncnc2c1ncn2[C@@H]1O[C@H](CO)[C@@H](O)[C@@H]1O
  -4, x, 12%, -1%, -1%, -4%, 2%, 1%, x
Cc1ccc(CSc2nn3c(=O)c(C)nnc3s2)cc1
  -9, -12, -8%, -1%, -2%, -19%, x, 2%, -0.9
CC1(C)N=C(c2ccc(Cl)cc2)C(=O)N1
  -2, 1, 1%, -2%, 13%, 1%, 2%, -1%, -0.4
CC(OC(=O)CN(C)S(=O)(=O)c1ccc(Cl)cc1)C(=O)Nc1cccc(Cl)c1 (stereo not drawn)
  4, -1, u, -1%, -9%, -7%, 8%, 1%, 0.2
O=C(CCc1c[nH]c2ccccc12)N1CCN(S(=O)(=O)c2ccc([N+](=O)[O-])cc2)CC1
  1, x, u, -2%, x, -9%, x, 1%, x
Cc1sc2nc(CC(N)=O)[nH]c(=O)c2c1-c1ccccc1
  -4, 3, x, -4%, -2%, -3%, -5%, 0%, 0.5
O=C(CSc1ncn[nH]1)c1ccc2c(c1)OCO2
  13, -10, u, 0%, u, 0%, -8%, -1%, 0.8
O=[N+]([O-])c1c(NCCCO)cc(SCc2ccco2)c2nonc12
  9, 13, u, -13%, -13%, -7%, 14%, u, 0.8
CC1CCc2[nH]nc(C(=O)O)c2C1 (stereo not drawn)
  1, -38, u, -3%, -14%, -6%, 0%, 1%, 0.5

An excerpt of these results, tab-delimited:
compound	LDHA inh	D2 antagonist	ALOX12 inh	Glioma ERSR ind	RGS4 inh	Vif-APOBEC3F blk	ERG Ets-DNA blk	Vif-APOBEC3G blk	D2 ag
Cc1ccc(NC(=O)CN(C)CC(=O)Nc2ccc(F)c(F)c2F)c(Cl)c1	-3	x	0%	1%	7%	-13%	-2%	0%	x
O=C(CSc1ncn[nH]1)c1ccc2c(c1)OCO2	13	-10	u	0%	u	0%	-8%	-1%	0.8

Shown bar-delimited: five of the compounds above.
molecule | LDHA inh | D2 antagonist | ALOX12 inh | Glioma ERSR ind | RGS4 inh | Vif-APOBEC3F blk | ERG Ets-DNA blk | Vif-APOBEC3G blk | D2 ag
Cc1ccc(CSc2nn3c(=O)c(C)nnc3s2)cc1 | -9 | -12 | -8% | -1% | -2% | -19% | x | 2% | -0.9
O=C(COc1ccccc1F)NCc1ccc(-n2cccc2)cc1 | -4 | 25 | -5% | -4% | -11% | -1% | 4% | -10% | 5.3
Cc1ccc2c(CC(=O)NC3CCS(=O)(=O)C3)coc2c1C (stereo not drawn) | 0 | 0 | -4% | -3% | 3% | 1% | -6% | -2% | -0.2
Cc1sc2nc(CC(N)=O)[nH]c(=O)c2c1-c1ccccc1 | -4 | 3 | x | -4% | -2% | -3% | -5% | 0% | 0.5
CN1CCN(CCC(=O)N/N=C/c2cc([N+](=O)[O-])ccc2O)CC1 | -9 | 0 | 5% | -5% | -9% | 2% | -5% | 0% | 0.1

An excerpt, so the mix of outcomes need not match the whole.
